D3 ag = activates the human D3 dopamine receptor; P35462; D3R DiscoveRx beta-arrestin cells, luminescence, 90 min; max activation, %; hit rate 0.58% among 410,000; AID 652048; in the data active = max activation above about 30%; also: 0% is about no effect; mostly tested at two doses, the higher about 12 µM
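Agonist mode: compounds and dopamine controls were applied to plated cells for 90 min at 37 degrees C after an overnight attachment at 1500 cells/well. Luminescent read-out followed 30 - 60 minutes at room temperature with DiscoveRx detection reagent.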
D3 antag = blocks the human D3 dopamine receptor | AID 652054 | D3R cells, DiscoveRx beta-arrestin luminescence, antagonist mode; active compounds read low | P35462 | max response, negative = inhibition, % | hit rate 2.5% among 360,000; in the data active = max response below about -50%; inconclusive = no clear call, values can overlap the other calls; also: % is scaled to controls: 0 for no effect and ±100 for the full control effect; mostly tested at two doses, the higher about 12 µM
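Cells plated overnight at 1500 cells/well, then exposed to library compounds with dopamine controls for 90 minutes at 37 degrees C. DiscoveRx reagent added for 30–60 minutes at room temperature; luminescence read, quantitative HTS format.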
aSyn rescue = inhibitors of alpha-synuclein toxicity in yeast; Potency, µM (top dose mostly 46.1 µM), without a hit: top-dose growth rescue (activation), most hits filed as activators; hit rate 0.14% among 370,000; Yeast expressing alpha-synuclein, growth rescue, BacTiter-Glo, 24 h; also: potency is read from the fitted curve at half-maximal effect; % of control where 0% means no effect; nearly all actives have a fitted effect of over 65% in size
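Screening used galactose-induced yeast with toxic alpha-synuclein levels, exposed to compound for 24 hr at 30 deg C. Cell growth, read with BacTiter-Glo luminescence, gave the measured signal.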
EPAC2 antagonist = EPAC2 (human) antagonism; hit rate 0.18% among 360,000; Potency, µM (titrated, usually from 114 µM), without a hit: top-dose activity, negative = inhibition, hits mostly inhibitors; Q8WZA2; EPAC2 GEF exchange of Rap1B-BODIPY-GDP, fluorescence; also: potency is read from the fitted curve at half-maximal effect; % is scaled to controls: 0 for no effect and ±100 for the full control effect; nearly all actives have a fitted effect of over 45% in size; many of its hits are not listed in these tables
Target sequence (Q8WZA2 whole entry, looked up): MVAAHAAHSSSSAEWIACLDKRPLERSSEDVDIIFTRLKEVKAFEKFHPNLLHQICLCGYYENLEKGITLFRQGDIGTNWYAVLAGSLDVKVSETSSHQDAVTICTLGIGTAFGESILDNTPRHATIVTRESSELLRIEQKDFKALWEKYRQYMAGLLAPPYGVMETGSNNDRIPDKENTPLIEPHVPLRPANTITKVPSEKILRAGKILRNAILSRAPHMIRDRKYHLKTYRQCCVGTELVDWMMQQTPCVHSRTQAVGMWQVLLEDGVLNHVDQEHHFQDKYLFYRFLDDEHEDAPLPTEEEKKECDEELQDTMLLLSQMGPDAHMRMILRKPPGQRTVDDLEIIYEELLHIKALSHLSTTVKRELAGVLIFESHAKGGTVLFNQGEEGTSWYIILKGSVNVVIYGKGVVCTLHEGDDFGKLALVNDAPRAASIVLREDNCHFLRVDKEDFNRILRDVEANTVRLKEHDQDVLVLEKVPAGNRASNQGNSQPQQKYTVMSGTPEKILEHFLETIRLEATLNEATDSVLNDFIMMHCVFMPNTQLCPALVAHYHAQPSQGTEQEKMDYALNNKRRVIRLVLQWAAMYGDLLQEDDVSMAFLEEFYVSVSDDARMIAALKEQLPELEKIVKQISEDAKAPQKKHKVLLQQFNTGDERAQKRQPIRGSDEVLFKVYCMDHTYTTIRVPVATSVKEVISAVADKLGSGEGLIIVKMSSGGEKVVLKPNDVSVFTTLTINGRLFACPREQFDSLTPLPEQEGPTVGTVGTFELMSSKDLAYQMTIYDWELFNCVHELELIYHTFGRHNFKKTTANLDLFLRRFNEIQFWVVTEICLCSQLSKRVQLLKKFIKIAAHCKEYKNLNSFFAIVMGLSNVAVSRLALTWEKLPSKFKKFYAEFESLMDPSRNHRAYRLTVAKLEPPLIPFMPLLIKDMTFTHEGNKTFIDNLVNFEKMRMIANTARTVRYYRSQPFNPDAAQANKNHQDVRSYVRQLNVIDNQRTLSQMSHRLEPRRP
FUS suppressor = FUS proteinopathy suppression in yeast. S. cerevisiae FUS-expressing, growth rescue, OD600, 24 h. Potency, µM (titrated, usually from 76.6 µM), for the others: at the highest dose growth rescue (activation), most hits filed as activators. hit rate 0.24% among 390,000;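 also: potency is read from the fitted curve at half-maximal effect; plate controls were DMSO vehicle for no effect and reference control for full effect; nearly all actives have a fitted effect of over 55% in size; some results filed as inactive show a strong effect at the top dose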
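Quantitative HTS measuring growth restoration of FUS-toxic yeast. Galactose-induced cells (OD 0.005) were exposed 24hr at 30C to compounds at several concentrations, then absorbance at 600 nm was recorded.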
Abeta yeast res = restores growth of yeast expressing A-beta42 peptide; yeast expressing A-beta42, growth rescue, OD600, 48 h; response scale: 0% DMSO, 100% iron-clioquinol control; Potency, µM (titrated, usually from 46.1 µM), for the others: at the highest dose growth rescue, actives largely listed as activators; hit rate 0.063% among 410,000; also: potency is read from the fitted curve at half-maximal effect; nearly all actives have a fitted effect of over 55% in size
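Yeast A-beta toxicity model in growth medium with pinned compounds, 48 h at 30 C; growth read as absorbance at 600 nm. Normalized to FeCl3/clioquinol equimolar mix (positive) and DMSO (negative).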
EPAC2 ag = agonists of human EPAC2 (RAPGEF4). Q8WZA2. EPAC2 activation, biochemical qHTS; response scale: 100% = 6.5 mM cAMP response. Potency, µM (doses to about 154 µM), inactives show at the highest dose activation, most hits filed as activators. hit rate 0.079% among 360,000. AID 720711; also: potency is read from the fitted curve at half-maximal effect; nearly all actives have a fitted effect of over 50% in size
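Guanine nucleotide exchange by EPAC2 is measured as reduced fluorescence of BODIPY-GDP once it is released from 250 nM Rap1B. Plates are read kinetically for 30 min at room temperature; results are scaled to 6.5 mM cAMP.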
TDP43 rescue = rescues yeast growth from TDP-43 toxicity; hit rate 1.8% among 410,000; AID 652104; Potency, µM (titrated, usually from 46.1 µM), for inactives: at the highest dose growth rescue (activation), hits mostly activators; TDP-43 expressing yeast growth rescue, BacTiter-Glo, 24 h; also: potency is read from the fitted curve at half-maximal effect; % of control where 0% means no effect; nearly all actives have a fitted effect of over 50% in size
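Luminescence from BacTiter-Glo reports growth of TDP-43-expressing yeast after 24 hr at 30 deg C with compound. Cells were raffinose-pregrown to mid-log, then seeded in galactose medium at OD600=0.02.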
* hit, by the source's call; [ ] = dose if it differs, or a comment. Unless noted, calls follow the shape of the dose curve; as a rule, active = well fitted curve in the direction sought with a large enough effect; inconclusive = small, poorly fitted or top-dose-only effect, or another doubt; inactive = no such curve, though single readings can be large; an effect the other way counts as inactive or inconclusive. Only part of the results is shown. The share of hits here may be higher or lower than overall.

COC(=O)c1sccc1NC(=O)c1csc(C)c1 was read as D3 ag -4, D3 antag inconclusive, aSyn rescue -4%, EPAC2 antagonist -19%, FUS suppressor 34%, Abeta yeast res -31%[inhibitor], EPAC2 ag 12% and TDP43 rescue 1%.
CCOc1cc(/C=N\NC(=O)c2ccc(NC(=O)CC)cc2)ccc1OC(=O)c1ccccc1 was read as D3 ag 3, D3 antag -6, aSyn rescue -4%, EPAC2 antagonist 1%, FUS suppressor 10%, Abeta yeast res -6%, EPAC2 ag -2% and TDP43 rescue 14%.
For O=C(O)C1CCCCC1C(=O)NCc1ccccn1 (stereo unspecified) the results were D3 ag 1, D3 antag -5, aSyn rescue 1%, EPAC2 antagonist 23%, FUS suppressor 16%, Abeta yeast res -15%, EPAC2 ag 15% and TDP43 rescue 0%.
Screening COc1ccc(N2CCN(c3ccc(-c4nc(-c5ccccc5)no4)cc3[N+](=O)[O-])CC2)cc1 returned D3 ag 1, FUS suppressor 2%, Abeta yeast res -7% and TDP43 rescue 12%.
`CCc1ccc(CN2C(=O)c3ccccc3C2C(=O)NC(C)CC)cc1` (stereo unspecified) gave D3 ag -3, D3 antag 4, aSyn rescue -5%, EPAC2 antagonist -6%, FUS suppressor 9%, Abeta yeast res -6%, EPAC2 ag -4% and TDP43 rescue -11%.
Screening Cc1ccc(Nc2nnc(SCc3ccccc3)s2)cc1 returned D3 ag 3, D3 antag -22, aSyn rescue -1%, EPAC2 antagonist -10%, FUS suppressor inconclusive, Abeta yeast res 6%, EPAC2 ag 4% and TDP43 rescue 3%.
Screening CCC1COC(c2cccn2Cc2ccc(Cl)cc2)=N1 (stereo unspecified) returned D3 ag 2, D3 antag -4, aSyn rescue 3%, EPAC2 antagonist inconclusive, FUS suppressor 8%, Abeta yeast res 8%, EPAC2 ag 10% and TDP43 rescue 10%.
`CC1CCN(S(=O)(=O)c2cc(C(=O)NCc3ccc(F)cc3)n(C)c2)CC1` gave D3 ag 0, FUS suppressor 34%, Abeta yeast res -7% and TDP43 rescue 22%.
Screening c1ccc([C@H]2CC3C[C@@H](c4ccccc4)N2O3)cc1 returned D3 ag 6, D3 antag -10, aSyn rescue -4%, EPAC2 antagonist 3%, FUS suppressor -23%, Abeta yeast res -17%, EPAC2 ag -3% and TDP43 rescue 14%.
`O=C(CSc1nnc(Cn2nnc(-c3ccccc3)n2)n1-c1ccccc1)Nc1ccc(F)cc1` gave D3 ag 2, D3 antag 14, EPAC2 antagonist -5%, FUS suppressor -16%, Abeta yeast res 5%, EPAC2 ag 9% and TDP43 rescue 0%.
Screening N#CCCN(Cc1cccnc1)C(=S)NC1CC2C=CC1C2 (stereo unspecified) returned D3 ag -7, D3 antag -22, aSyn rescue 0%, EPAC2 antagonist 1%, FUS suppressor 0%, Abeta yeast res 2%, EPAC2 ag 6% and TDP43 rescue -14%.
Screening Cc1ccc(Cn2c(=N)c(C(=O)NCc3ccco3)cc3c(=O)n4ccccc4nc32)cc1 returned D3 ag -1, D3 antag 0, aSyn rescue 0%, EPAC2 antagonist 0%, FUS suppressor inconclusive, Abeta yeast res -14%, EPAC2 ag -4% and TDP43 rescue -8%.
`CCN(C(=O)COC(=O)c1ccc(Cl)c(N)c1)C1CCS(=O)(=O)C1` (stereo unspecified) gave D3 ag 0, D3 antag 6, aSyn rescue -3%, EPAC2 antagonist -1%, FUS suppressor -8%, Abeta yeast res -21%, EPAC2 ag 1% and TDP43 rescue -10%.
For Cc1cccc(-c2noc(CN(C)C(=O)c3ccc4c(c3)OCO4)n2)c1 the results were D3 ag 22, D3 antag 15, aSyn rescue 2%, EPAC2 antagonist -3%, FUS suppressor 20%, Abeta yeast res 8%, EPAC2 ag 2% and TDP43 rescue inconclusive.
O=C(NCC(c1cccnc1)N1CCc2ccccc21)c1cccc(C(F)(F)F)c1 (stereo unspecified) was read as D3 ag -1, FUS suppressor 13%, Abeta yeast res -12% and TDP43 rescue inconclusive.
For c1cncc(C(c2nnnn2C2CCCCC2)N2CCN3CCCC3C2)c1 (stereo unspecified) the results were D3 ag -4, D3 antag -5, aSyn rescue 0%, EPAC2 antagonist 14%, FUS suppressor 36%, Abeta yeast res -3%, EPAC2 ag -9% and TDP43 rescue -1%.
Cc1ccc(NC(=O)c2ccc(S(=O)(=O)N3CCOCC3)cc2)nc1 was read as D3 ag 0, D3 antag -26, aSyn rescue -9%, EPAC2 antagonist -3%, FUS suppressor 12%, Abeta yeast res -1%, EPAC2 ag -1% and TDP43 rescue -23%.
For O=C(Cn1cc(SCc2ccc(F)cc2)c2ccccc21)N1CCCCC1 the results were D3 ag -16, FUS suppressor 36%, Abeta yeast res 27% and TDP43 rescue 20%.
`CCN(Cc1cc2ccccc2[nH]c1=O)C(=O)c1cccnc1` gave D3 ag 4, D3 antag 20, aSyn rescue 1%, EPAC2 antagonist 3%, FUS suppressor 4%, Abeta yeast res 5%, EPAC2 ag -4% and TDP43 rescue -16%.
For COC(=O)c1ccccc1OC(=O)c1cc2ccccc2oc1=O the results were D3 ag -1, D3 antag -22, aSyn rescue 6%, EPAC2 antagonist 1%, FUS suppressor 16%, Abeta yeast res 6%, EPAC2 ag 7% and TDP43 rescue -2%.
For COc1ccc(C(=O)NCCN(C)C)c2nc3ccccc3cc12 the results were D3 ag 0, D3 antag 5, aSyn rescue -1%, EPAC2 antagonist 9%, Abeta yeast res -1%, EPAC2 ag 3% and TDP43 rescue 12%.
Screening COc1cc(OC)cc(C(=O)NCC(=O)OCc2ccc(Cl)c(Cl)c2)c1 returned D3 ag -2, D3 antag 7, aSyn rescue -14%, EPAC2 antagonist -20%, FUS suppressor -29%, Abeta yeast res 12%, EPAC2 ag 1% and TDP43 rescue 7%.
CN(C)C(=S)NC(=O)c1cccc(Cl)c1 was read as D3 ag -7, D3 antag -15, aSyn rescue -11%, EPAC2 antagonist 0%, FUS suppressor -11%, Abeta yeast res 4%, EPAC2 ag 10% and TDP43 rescue 9%.
`Cc1ccc(S(=O)(=O)N2CCCC(C(=O)N3CCCc4ccccc43)C2)cc1` (stereo unspecified) gave D3 ag 1, D3 antag 12, aSyn rescue -2%, EPAC2 antagonist -8%, FUS suppressor 11%, Abeta yeast res 13%, EPAC2 ag 15% and TDP43 rescue 8%.
For COC(=O)c1sccc1S(=O)(=O)N(CC(=O)Nc1ccc(C)cc1)c1ccccc1 the results were D3 ag -12, FUS suppressor 8%, Abeta yeast res -12% and TDP43 rescue 1%.
CC(C)NC(=S)N1CCN(Cc2ccc3c(c2)OCO3)CC1 was read as D3 ag 2, D3 antag 3, aSyn rescue 3%, EPAC2 antagonist 7%, FUS suppressor 5%, Abeta yeast res -7%, EPAC2 ag 7% and TDP43 rescue -19%.
Screening c1ccc(CN2C3=NCCN3c3ccccc32)cc1 returned D3 ag 13, D3 antag 13, aSyn rescue 6%, EPAC2 antagonist 9%, Abeta yeast res 0%, EPAC2 ag -4% and TDP43 rescue 5%.
For CCCc1ccc(OCC(=O)Nc2sc3c(c2C(=O)OCC)CCC(C(C)(C)C)C3)cc1 (stereo unspecified) the results were D3 ag -9, FUS suppressor -19%, Abeta yeast res -6% and TDP43 rescue 24%.
Screening COc1cc(CNCc2cccnc2)ccc1OCc1ccccc1 returned D3 ag -9, D3 antag 2, aSyn rescue 5%, EPAC2 antagonist 0%, FUS suppressor 6%, Abeta yeast res 20%, EPAC2 ag 7% and TDP43 rescue -2%.
`COc1cc2nc(CN3CCOCC3)n(CC(=O)NCC(F)(F)F)c(=O)c2cc1OC` gave D3 ag -3, D3 antag 16, aSyn rescue 7%, EPAC2 antagonist -2%, FUS suppressor 5%, Abeta yeast res 3%, EPAC2 ag -4% and TDP43 rescue 0%.
For O=C(c1ccc([N+](=O)[O-])cc1)N(c1ccccn1)c1ccccn1 the results were D3 ag -13, D3 antag -7, aSyn rescue -5%, EPAC2 antagonist 0%, FUS suppressor 11%, Abeta yeast res -11%, EPAC2 ag 7% and TDP43 rescue -2%[9.22 µM].
`Cc1ccc(CNC(=O)CCCn2c(=O)c3ccccc3n(Cc3ccccc3C)c2=O)cc1` gave D3 ag 8, FUS suppressor 11%, Abeta yeast res -4% and TDP43 rescue 17%.
CCOC(=O)CN(C(=O)Cn1nnc(-c2ccc(C)cc2)n1)C(CC)C(=O)NC1CCCC1 (stereo unspecified) was read as D3 ag 1, D3 antag 57, aSyn rescue -6%, EPAC2 antagonist 10%, FUS suppressor 50%, Abeta yeast res -15%, EPAC2 ag 4% and TDP43 rescue -30%.

Molecules listed so far with an aryl methoxy group (5):
Screening COc1ccc(N2CCN(c3ccc(-c4nc(-c5ccccc5)no4)cc3[N+](=O)[O-])CC2)cc1 returned D3 ag 1, FUS suppressor 2%, Abeta yeast res -7% and TDP43 rescue 12%.
For COc1ccc(C(=O)NCCN(C)C)c2nc3ccccc3cc12 the results were D3 ag 0, D3 antag 5, aSyn rescue -1%, EPAC2 antagonist 9%, Abeta yeast res -1%, EPAC2 ag 3% and TDP43 rescue 12%.
Screening COc1cc(OC)cc(C(=O)NCC(=O)OCc2ccc(Cl)c(Cl)c2)c1 returned D3 ag -2, D3 antag 7, aSyn rescue -14%, EPAC2 antagonist -20%, FUS suppressor -29%, Abeta yeast res 12%, EPAC2 ag 1% and TDP43 rescue 7%.
Screening COc1cc(CNCc2cccnc2)ccc1OCc1ccccc1 returned D3 ag -9, D3 antag 2, aSyn rescue 5%, EPAC2 antagonist 0%, FUS suppressor 6%, Abeta yeast res 20%, EPAC2 ag 7% and TDP43 rescue -2%.
`COc1cc2nc(CN3CCOCC3)n(CC(=O)NCC(F)(F)F)c(=O)c2cc1OC` gave D3 ag -3, D3 antag 16, aSyn rescue 7%, EPAC2 antagonist -2%, FUS suppressor 5%, Abeta yeast res 3%, EPAC2 ag -4% and TDP43 rescue 0%.

Compound activity from PubChem BioAssay.
